tim23-1 inh = growth inhibitors of tim23-1 mutant yeast, primary screen, luminescence, uHTS. 1.3% of 330,000 active. inhibition, % at 20 µM. S. cerevisiae tim23-1 growth, BacTiter-Glo luminescence, 24 h;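 active = growth inhibition of the mutant yeast at or above 50%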;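 note: temperature-sensitive mutant grown at 25 °C; plate controls were DMSO-treated mutant yeast for no effect and medium wells lacking yeast for full effect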
Jurkat NFkB inh = inhibitors of induced NF-kB luciferase reporter, primary screen, TCR NF-kB activation inhibitor project, cell-based, luminescence, uHTS | Jurkat, PMA/ionomycin-induced NF-kB luciferase reporter | inhibition, % at 4 µM | 0.53% of 330,000 active | AID 435003, 2010; in the data active = inhibition above about 50%
tim10-1 inh = growth inhibitors of tim10-1 mutant yeast, primary screen, luminescence, uHTS | S. cerevisiae tim10-1 ts strain growth, BacTiter-Glo, 24 h | inhibition, % at 20 µM | 2.2% of 330,000 active;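 active = inhibition of at least 40%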;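 note: mutant grown at 25 °C; 0% = DMSO wells with yeast and 100% = wells holding no yeast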
Mdm2-MdmX inh = inhibitors of human Mdm2-MdmX association, primary screen, cell-based, luminescence, split luciferase, SaOS-2, uHTS; Protein Mdm4 (Homo sapiens) + E3 ubiquitin-protein ligase Mdm2 (Homo sapiens), …; SaOS-2 split-luciferase Mdm2/MdmX complementation; inhibition, % at 8 µM; 3% of 330,000 active; AID 485346, 2010;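 active = inhibition of at least 50% at 8 µM in the primary screen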
Target sequence (O15151 whole entry, looked up): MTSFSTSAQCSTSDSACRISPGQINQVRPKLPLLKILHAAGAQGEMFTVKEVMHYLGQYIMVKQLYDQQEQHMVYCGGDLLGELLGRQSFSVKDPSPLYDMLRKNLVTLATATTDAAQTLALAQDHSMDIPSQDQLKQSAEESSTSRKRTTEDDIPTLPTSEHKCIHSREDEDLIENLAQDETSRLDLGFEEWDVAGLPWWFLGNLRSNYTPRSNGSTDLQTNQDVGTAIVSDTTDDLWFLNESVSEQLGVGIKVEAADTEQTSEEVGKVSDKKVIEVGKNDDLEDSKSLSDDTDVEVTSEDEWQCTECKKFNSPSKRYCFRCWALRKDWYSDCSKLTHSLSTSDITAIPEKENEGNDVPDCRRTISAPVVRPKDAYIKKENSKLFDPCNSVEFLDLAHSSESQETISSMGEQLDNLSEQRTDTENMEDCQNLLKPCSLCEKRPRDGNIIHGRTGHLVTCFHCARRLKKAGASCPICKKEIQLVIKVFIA
Target sequence (Q00987 whole entry, looked up): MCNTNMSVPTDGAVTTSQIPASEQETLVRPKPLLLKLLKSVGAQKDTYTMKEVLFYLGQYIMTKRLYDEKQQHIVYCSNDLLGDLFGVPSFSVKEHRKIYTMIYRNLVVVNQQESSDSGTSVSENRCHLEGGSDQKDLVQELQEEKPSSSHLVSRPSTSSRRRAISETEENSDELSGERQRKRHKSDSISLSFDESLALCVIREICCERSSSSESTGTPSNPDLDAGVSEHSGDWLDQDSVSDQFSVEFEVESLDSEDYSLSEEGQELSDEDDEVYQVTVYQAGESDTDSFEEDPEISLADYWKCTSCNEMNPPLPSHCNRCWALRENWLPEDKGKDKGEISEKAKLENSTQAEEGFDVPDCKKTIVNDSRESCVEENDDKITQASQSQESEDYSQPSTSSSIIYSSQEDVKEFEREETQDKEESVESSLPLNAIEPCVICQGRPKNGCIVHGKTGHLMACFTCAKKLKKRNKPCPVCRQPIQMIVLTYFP
697 NFkB inh = inhibitors of PMA/ionomycin-induced NF-kB reporter, 697 cells, primary screen, B-cell NF-kB inhibitor project, cell-based, luminescence, uHTS. 697 B-cell NF-kB luciferase reporter, 16 h. inhibition, % at 4 µM. 0.33% of 330,000 active. AID 435022, 2010; in the data active = inhibition above about 35%
UPR XBP1 act = activators of adaptive XBP1 UPR arm, primary screen, cell-based, CHO-XBP1 luciferase reporter, luminescence, uHTS. IRE1-XBP1 UPR activation; percent of tunicamycin response, DMSO as zero. activation, % at 20 µM. 0.33% of 330,000 active. AID 463104, 2010;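 active = versus positive control, 20 µM dose yields 30% or more activation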;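 note: 100% = tunicamycin at 10 µg/mL and 0% = DMSO only wells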
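assay system = CHO-XBP1 luciferase reporter cells | amount = 1000 cells/well | buffer or medium = F12 plus 10% FBS | compound dosing = single point, 20 µM final compound, 1% DMSO | incubation = 16-18 h cell attachment at 37 °C, then 6 h compound exposure | detection = Steady-Glo luminescence read | controls = tunicamycin 10 µg/mL and vehicle-only wells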
TIM10 inh = growth inhibitors of isogenic TIM10 control yeast, primary screen, counter-screen for tim10-1 yeast inhibitor project, luminescence, uHTS | 1.4% of 330,000 active | inhibition, % at 10 µM | AID 463195, 2010 | S. cerevisiae TIM10 strain growth, BacTiter-Glo luminescence, 24 h;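 active = inhibition of 40% or more at the single tested concentration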;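 note: wild-type TIM10 isogenic control strain grown at permissive 25 °C; 0% = DMSO yeast wells and 100% = minimal medium wells without yeast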
UPR CHOP act = activators of apoptotic CHOP UPR arm, primary screen, cell-based, CHO-CHOP luciferase reporter, luminescence, uHTS; 0.34% of 330,000 active; UPR activation; percent of tunicamycin response over DMSO baseline; AID 449763, 2010; activation, % at 10 µM;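 active = at 10 µM dose, activation of 40% or more, normalized to positive control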;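 note: 100% = tunicamycin at 10 µg/mL and 0% = DMSO alone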
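Material: CHO-CHOP cells, stable luciferase reporter of PERK-eIF2a-CHOP signalling; quantity: 500 reporter cells seeded per well; buffer or medium: F12 medium containing 10% fetal bovine serum; compound: one dose, 10 µM in 0.5% DMSO; incubation: 6 h compound treatment, 37 °C; measured by: Steady-Glo luciferase luminescence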
* hit, by the source's call.

SMILES	tim23-1 inh	Jurkat NFkB inh	tim10-1 inh	Mdm2-MdmX inh	697 NFkB inh	UPR XBP1 act	TIM10 inh	UPR CHOP act
C[C@H](NC(=O)C1CCN(S(=O)(=O)c2ccccc2)CC1)C(=O)NCc1ccc(Cl)c(Cl)c1	-1	-4	0	24	3	-6	10	-2.2
COc1cccc(C(=O)NNS(=O)(=O)c2ccc(F)cc2)c1	18	-1	4	-21	-18	-5	3	0.6
O=C(Nc1ccccc1)Nc1nncs1	10	10	5	29	9	-4	-3	1.7
CCC1(c2ccc(Cl)cc2)NC(=O)N(CC(=O)NC2CCCC(C)C2C)C1=O (stereo not drawn)	-7	22	6	-24	39*	-1	2	0.4
CC1=NN(C(=O)c2ccc(Cn3ccc([N+](=O)[O-])n3)cc2)C(O)(C(F)(F)F)C1 (stereo not drawn)	14	9	13	-16	-4	-2	10	-0.2
CC(C)n1nc(C(=O)OCC(=O)N(C)C2CCS(=O)(=O)C2)c2ccccc2c1=O (stereo not drawn)	0	-5	-2	-10	11	-3	7	0.4
Cn1c(CCNC(=O)c2ccccc2)nc2cc(NC(=O)c3ccco3)ccc21	-5	-23	-11	2	-18	2	7	-0.5
NS(=O)(=O)c1cccc(NC(=O)COC(=O)C2CCCCC2)c1	10	-17	35	-12	-3	-2	5	-0.1
O=C(COC(=O)Cc1ccccc1F)Nc1ccc2[nH]c(=O)[nH]c2c1	-13	2	-5	-16	14	-3	-14	0.4
CCN(C(=O)CSc1ncnc2sc(C)c(C)c12)C1CCS(=O)(=O)C1 (stereo not drawn)	9	14	12	24	1	0	9	-0.7
Cc1nnc(SCCOc2ccccc2)s1	14	-25	-6	6	8	1	-5	0.1
COc1ccc(-n2c(C)cc(C(=O)CN3CCC(C)CC3)c2C)cc1	7	-21	3	6	-1	-2	-19	0.8

Limited to TIM10 inh (2 entries from above):
Molecule | TIM10 inh
O=C(Nc1ccccc1)Nc1nncs1 | -3
CCC1(c2ccc(Cl)cc2)NC(=O)N(CC(=O)NC2CCCC(C)C2C)C1=O (stereo not drawn) | 2

(list continues)
SMILES	tim23-1 inh	Jurkat NFkB inh	tim10-1 inh	Mdm2-MdmX inh	697 NFkB inh	UPR XBP1 act	TIM10 inh	UPR CHOP act
Cc1ccc2nc(-c3ccc4c(c3)OCCO4)cn2c1	51*	83*	34	94*	-21	-8	74*	-10
COc1ccc(N2CCN(S(=O)(=O)c3c(C(=O)N4CCOCC4)c(C)n(C)c3C)CC2)cc1	-18	-6	-9	2	4	-2	-3	-0.7
Cc1nn(Cc2ccccc2)c2sc(C(=O)NCc3cccnc3)cc12	-7	-15	2	15	-29	2	-3	-0.8
N=c1n(CC(=O)c2ccc([N+](=O)[O-])cc2)c2ccccc2n1Cc1ccccc1	1	9	14	48	-15	140*	-9	9.2
CCC(=O)N1CCCN(S(=O)(=O)c2ccc(C)cc2)C1c1ccc(OC)cc1 (stereo not drawn)	23	-26	-7	-19	-14	-5	-2	-1.6
COc1ccc(/C=C/C(O)=C2/C(=O)N(C)C3(C)CC2c2ccccc2O3)cc1 (stereo not drawn)	28	-4	32	73*	4	0	29	2.3
NC1=NCc2ccccc21	-7	-1	-2	12	8	1	0	-1.1
NC1=NC(=O)C(CC(=O)c2ccc(Cl)cc2)S1 (stereo not drawn)	31	11	4	9	-2	0	0	0.2
COc1ccc(N2CCCn3c2nc2c3c(=O)n(Cc3ccccc3)c(=O)n2C)c(OC)c1	9	3	17	28	12	-3	15	0.9
CCOC(=O)c1c(C)nc(C(Cl)(Cl)Cl)nc1N	3	1	4	-18	-14	1	-8	3.5
O=C(/C=C/c1ccco1)Nc1cc(Cl)ccc1C(=O)O	4	3	7	-8	5	1	1	1.3
CC1CN(C(=O)CCC(=O)NC2CCN(Cc3ccccc3)CC2)c2ccccc2O1 (stereo not drawn)	14	3	21	23	-1	0	5	0.1
C=C1/C(=C\C=C2/CCC[C@]3(C)[C@@H]([C@H](C)/C=C/[C@@H](O)C4CC4)CC[C@@H]23)C[C@@H](O)C[C@@H]1O	41	-9	44*	22	-22	-5	10	0.0
COc1cccc(CNC(=O)COC(=O)CCS(=O)(=O)c2ccc(C)cc2)c1	11	22	21	5	13	-1	9	0.0
Cn1c(-c2ccc(=O)[nH]c2)nc2ccccc21	25	-12	-11	20	17	0	2	-3.1
CCOc1ccc(C(=O)NC2CCN(C(=S)Nc3ccccc3C)CC2)cc1	-11	-1	-7	19	1	-2	-10	1.4
Cc1ccc(-c2ccc(SCC(=O)NC3CCCC3)nn2)cc1	6	-7	12	11	-38	-1	4	1.8
CC(C)CC1NC(=O)N(CCCCN2C(=O)c3ccccc3C2=O)C1=O (stereo not drawn)	13	-2	2	12	-2	-1	-15	-0.6
CN(C(=O)c1ccncc1)c1nnc(-c2cccnc2)s1	5	1	11	27	-4	2	-2	0.2
CC(C)(C)OC(=O)C[C@H]1C/C=C\C[C@@H](CC(=O)N[C@@H](CO)Cc2ccccc2)C(=O)N2CCC[C@H]2COC1=O	41	-14	9	-4	-45	-1	1	1.3
Fc1ccc(Br)cc1/C=N/n1cnnc1	5	9	13	-1	8	-4	38	-1.6
S=C1CCSc2ccc(Cl)cc2N1	8	-13	21	9	2	-1	27	0.2
COc1ccc(COC(=O)c2ccc3c(=O)n4c(nc3c2)CCC4)cc1F	13	-1	5	29	22	0	15	-0.7
CCCN(CCO)Cc1cccc(Oc2ccccc2)c1	-9	14	6	9	-4	0	-7	-0.7
COc1cccc(CN(C(=O)Cn2nnc(-c3ccccc3F)n2)C(C(=O)NC(C)(C)C)c2ccncc2)c1 (stereo not drawn)	9	14	7	12	19	2	-11	-2.8
O=C(Cn1ccc([N+](=O)[O-])n1)Nc1nc2ccccc2s1	0	0	-9	23	15	-1	-13	0.0
CC(C)OC(=O)C1C(=O)CC(C)(O)C(C(=O)OC(C)C)C1c1cccc(O)c1 (stereo not drawn)	1	-3	8	27	21	-2	0	-1.0
Cc1nc(-c2ccccc2)nc2[nH]ccc(=O)c12	-3	-51	4	-21	-37	2	9	2.7
COc1ccccc1N(C)S(=O)(=O)c1ccc(Cl)c(C(=O)NCc2cccnc2)c1	23	7	11	24	7	-2	0	-1.7
O=C(CSc1n[nH]c(-c2ccccc2)n1)c1ccc(O)c(O)c1	-11	19	-6	3	-75	1	0	2.1
O=C(COC(=O)/C=C/c1ccc(Cl)cc1)Nc1ccc2c(c1)OCCO2	-2	5	9	18	13	-1	-8	0.5
N#C/C(=C/c1ccc(N2CCCC2)c([N+](=O)[O-])c1)c1nc2ccccc2[nH]1	32	-54	16	37	-38	131*	30	12
Cc1nn(C)c(C)c1CNC(=O)c1cc2n(n1)C(C(F)(F)F)CC(c1cccs1)N2 (stereo not drawn)	11	20	9	-3	-36	-6	9	-0.2
COc1ccc(CCNC(=O)COC(=O)Cn2cnc3ccccc32)cc1OC	23	-4	-6	-5	-1	4	-11	-0.3
CC(=O)N1CCc2cc(S(=O)(=O)NCCC(=O)NC3CCCCCC3)ccc21	13	10	23	17	12	-6	-1	0.9
Cc1ccc(C(=O)Cn2cc([N+](=O)[O-])nc2C)cc1	-61	-16	-169	-22	-7	4	-256	0.2
Cc1ccccc1N(C(=O)CNC(=O)c1ccco1)C(C(=O)NC1CCCCC1)c1cccnc1 (stereo not drawn)	-26	-7	-22	26	-11	-3	-18	-0.5
Cc1ccc(S(=O)(=O)NCC(=O)N2CCCC2)cc1	9	10	9	-3	21	0	5	1.0
CCCCN(C(=O)C(CCSC)N1C(=O)c2ccccc2C1=O)c1c(N)n(CCC)c(=O)[nH]c1=O (stereo not drawn)	9	3	8	10	8	0	7	1.0
CCOc1ccc(NC(=O)c2ccc3c(c2)CCN3S(C)(=O)=O)cc1	-7	-16	-6	23	6	-1	-3	0.3
O=C(CC1CCCCC1)NC1CCCC1	13	3	4	1	9	2	-15	1.7
COC(=O)CCC(=O)N(CCN(Cc1ccccc1)C(=O)CCC(=O)OC)Cc1ccccc1	7	6	21	7	3	-1	20	0.4
CC(C)Cc1cc(C(=O)NCCCN2CCOCC2)no1	-4	0	2	17	10	-2	-13	-0.5
O=C(C1CCCN(Cc2ccc3c(c2)OCO3)C1)N1CCCC1 (stereo not drawn)	-5	-5	-13	-6	1	-4	-7	-1.1
CC1CCC(NC(=O)CSc2nnc(-c3cccnc3)o2)CC1 (stereo not drawn)	18	7	10	10	7	0	19	0.5
O=C1CSC(c2cccc(F)c2)N1c1c(F)cccc1F (stereo not drawn)	13	-10	10	23	12	-3	17	2.5
CC(C(=O)O)n1c(-c2ccn[nH]2)n[nH]c1=S (stereo not drawn)	15	4	-19	12	11	1	7	-2.0
COCCCN1C(=O)C(=O)/C(=C(/O)c2ccc(S(=O)(=O)N3CCOCC3)cc2)C1c1ccc(C)cc1 (stereo not drawn)	8	-14	-1	-5	-8	-3	5	-0.2

Some of these compounds in order of their number in Mdm2-MdmX inh, low to high:
molecule,Mdm2-MdmX inh
Cc1ccc(S(=O)(=O)NCC(=O)N2CCCC2)cc1,-3
CC1CCC(NC(=O)CSc2nnc(-c3cccnc3)o2)CC1 (stereo not drawn),10
CC(C(=O)O)n1c(-c2ccn[nH]2)n[nH]c1=S (stereo not drawn),12
CC(C)Cc1cc(C(=O)NCCCN2CCOCC2)no1,17
CCOc1ccc(NC(=O)c2ccc3c(c2)CCN3S(C)(=O)=O)cc1,23

Next part
SMILES	tim23-1 inh	Jurkat NFkB inh	tim10-1 inh	Mdm2-MdmX inh	697 NFkB inh	UPR XBP1 act	TIM10 inh	UPR CHOP act
Cc1cccc(Cn2cnc3ccccc32)c1	4	7	18	14	-5	-2	12	-2.2
CC(C)(C)OC(=O)N1CC=C2C(C#N)=C(N)C(C#N)(C#N)C(c3cccs3)C2C1 (stereo not drawn)	30	-7	19	-11	-12	0	1	2.0
CC(C)c1ccccc1NC(=S)NN(Cc1ccccc1)c1ccccc1	34	-19	46*	45	-18	-3	52*	-1.1
Cc1[nH]c2ccccc2c1C(=O)COC(=O)C1CCC1	7	2	-5	23	6	-2	10	3.5
CC(/C=N\NC(=O)CN1CCN(Cc2ccccc2)CC1)=C\c1ccco1	15	1	6	5	3	-3	-2	-1.6
C=CCS/C(=N\n1cnc2ccccc2c1=O)N1CCCCC1	20	-25	6	22	-30	1	0	4.7
CCOC(=O)c1c(NC(NC(C)=O)C(Cl)(Cl)Cl)sc(C(C)=O)c1C (stereo not drawn)	2	5	-3	24	6	1	-15	-2.1
COc1ccc(S(=O)(=O)N(CC(=O)NCCC(C)C)c2ccccc2)cc1OC	3	14	1	-9	-8	4	13	3.2
Cc1cc(C(=O)N2CCN(c3ccc(C(F)(F)F)cn3)CC2)c(C)o1	26	12	26	15	10	-1	26	0.0
COc1ccccc1NS(=O)(=O)c1ccc(C(=O)N2CCCCCC2)cc1	18	2	21	9	-10	-2	5	0.0
Cc1cc(N2C(=O)C(O)=C(C(=O)c3ccc(C)o3)C2c2cccs2)no1 (stereo not drawn)	-18	16	-17	32	-11	-1	-26	-0.8
CCOC(=O)COc1ccc(Br)cc1/C=C1\SC(N)=NC1=O	8	-6	-1	24	-9	-5	6	1.1
